Tau ThT inhib – inhibitors of human tau fibril formation, thioflavin T binding | P10636 | recombinant tau K18 P301L, heparin-induced fibrillization, ThT fluorescence | Potency, µM (titrated, usually from 57.4 µM), inactives show at the highest dose activity, negative = inhibition, hits mostly inhibitors | 2.1% of 270,000 active | AID 1460; also: nearly all actives have a fitted effect of over 55% in size
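Using a mix of unlabeled (15 uM) and Alexa 594-labeled (0.24 uM) tau K18 P301L, heparin-triggered fibrillization over 6 hr at 37 C was scored by ThT fluorescence.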
RECQ1 helicase – blocks DNA unwinding by human RECQ1 | P46063 | RECQ1 DNA unwinding, red fluorescence kinetic read | Potency, µM (series often up to 57.3 µM), for inactives: top-dose activity, negative = inhibition, hits mostly inhibitors | 0.54% of 240,000 active | AID 2549;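 also: plate controls were vehicle for no effect and no enzyme for full effect; nearly all actives have a fitted effect of over 30% in size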
Target sequence (P46063 whole entry, looked up): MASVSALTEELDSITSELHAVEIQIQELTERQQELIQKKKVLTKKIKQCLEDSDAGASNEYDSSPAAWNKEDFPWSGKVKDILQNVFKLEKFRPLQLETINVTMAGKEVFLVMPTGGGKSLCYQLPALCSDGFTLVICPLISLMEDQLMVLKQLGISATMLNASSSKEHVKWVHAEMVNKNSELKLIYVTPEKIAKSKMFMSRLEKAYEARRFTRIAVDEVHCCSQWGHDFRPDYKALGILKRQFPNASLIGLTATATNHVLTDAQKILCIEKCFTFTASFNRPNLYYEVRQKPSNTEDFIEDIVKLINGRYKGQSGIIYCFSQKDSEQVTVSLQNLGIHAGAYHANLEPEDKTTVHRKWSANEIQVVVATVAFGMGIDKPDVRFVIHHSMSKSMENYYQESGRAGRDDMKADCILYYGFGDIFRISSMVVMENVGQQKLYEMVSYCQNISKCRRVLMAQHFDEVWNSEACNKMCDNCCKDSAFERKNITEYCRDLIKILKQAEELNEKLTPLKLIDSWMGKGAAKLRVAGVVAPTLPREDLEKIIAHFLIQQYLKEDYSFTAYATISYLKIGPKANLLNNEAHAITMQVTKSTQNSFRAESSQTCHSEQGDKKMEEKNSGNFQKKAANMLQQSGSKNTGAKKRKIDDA
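50 nM RECQ1T1 preincubated 15 min with compound in Tris pH 8.0 buffer with MgCl2, DTT, Tween-20 and 2.5 ug/ml poly(dI-dC); started with 200 nM TAMRA/BHQ-2 forked duplex and 2 mM ATP. Unwinding read as fluorescence (525/598 nm), two reads 2 h apart.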
KDM4E inh – blocks human JMJD2E demethylase activity; JMJD2E catalytic domain, FDH-coupled NADH fluorescence (FDH is formaldehyde dehydrogenase); Potency, µM (top dose mostly 57.1 µM), without a hit: at the highest dose activity change, negative = inhibition, actives largely listed as inhibitors; 1.6% of 230,000 active; AID 2147; active = well fitted inhibition curve with a large enough effect, not every such curve was filed as active; inconclusive = small, poorly fitted or top-dose-only effect, or another doubt; inactive = no such curve, though single readings can be large or run the other way;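 also: 0% = wells with enzyme and -100% = buffer wells without enzyme; nearly all actives have a fitted effect of over 50% in size; many of its hits are not listed in these tables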
GoLoco inh red – inhibitors of human Gai1-RGS12 GoLoco interaction (red fluorophore) | P63096 | Gai1:RGS12 GoLoco peptide FP, rhodamine, 10 min | Potency, µM (top dose mostly 61.6 µM), for the others: at the top dose activity, negative = inhibition, usual class: inhibitors | 0.44% of 230,000 active | AID 880; active = well fitted inhibition curve with a large enough effect, not every such curve was filed as active; inactive = no such curve, though single readings can be large or run the other way; also: nearly all actives have a fitted effect of over 30% in size; many of its hits are not listed in these tables
Target sequence (P63096 whole entry, looked up): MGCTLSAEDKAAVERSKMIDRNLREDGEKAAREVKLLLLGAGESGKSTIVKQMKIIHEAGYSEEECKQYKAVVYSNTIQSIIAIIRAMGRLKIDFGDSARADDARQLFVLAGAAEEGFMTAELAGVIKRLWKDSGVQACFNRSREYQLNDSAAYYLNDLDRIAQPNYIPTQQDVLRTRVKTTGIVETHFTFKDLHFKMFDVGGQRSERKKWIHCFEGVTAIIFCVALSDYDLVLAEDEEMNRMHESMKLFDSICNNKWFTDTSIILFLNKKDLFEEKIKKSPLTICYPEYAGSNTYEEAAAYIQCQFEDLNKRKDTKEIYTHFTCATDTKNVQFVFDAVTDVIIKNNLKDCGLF
Tau fibril FP – tau fibrillization inhibition (FP) | K18 P301L tau heparin fibrillization, Alexa594 FP, 6 h | Potency, µM (highest dose often 57.7 µM), inactives show at the highest dose activity, negative = inhibition, most hits filed as inhibitors | 0.39% of 280,000 active | AID 1468; also: nearly all actives have a fitted effect of over 55% in size
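Quantitative HTS format: compounds meet 15 uM recombinant K18 P301L tau and Alexa 594-tau tracer in 100 mM sodium acetate pH 7; 20 uM heparin triggers fibrillization at 37 C over 6 hr; FP gives the signal.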
TRb-SRC2 inh – disrupts binding of human TR beta to SRC2; Potency, µM (titrated, usually from 106 µM), inactives show at the top dose activity change, negative = inhibition, usual class: inhibitors; P10828; TRbeta-SRC2 peptide binding, fluorescence polarization; receptor liganded with 1 µM T3; 0.065% of 280,000 active;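 also: plate controls were bound peptide for no effect and peptide without receptor for full effect; nearly all actives have a fitted effect of over 50% in size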
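Fluorescence polarization of 20 nM Texas Red SRC2 peptide (20-aa NR interaction domain) bound to 0.6 uM human TRb ligand-binding domain, with 1 uM T3, after 5 hr at ambient temperature; inhibition seen as decreased polarization.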
L3MBTL1 block – blocks human L3MBTL1; Potency, µM (series often up to 57.1 µM), inactives show top-dose activity, negative = inhibition, actives largely listed as inhibitors; 0.66% of 230,000 active; AlphaScreen L3MBTL1–H3K9me1 peptide binding; Q9Y468; also: nearly all actives have a fitted effect of over 60% in size
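Displacement of a biotinylated histone H3(1-15) peptide monomethylated at Lys9 (75 nM) from L3MBTL1 (50 nM) was measured by AlphaScreen after a 30 min room-temperature compound incubation; cefsulodin titration served as intraplate control.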
TR SRC2 fluor cs – alters Texas Red total fluorescence, flagging assay interference; TRb/SRC2 Texas Red total fluorescence interference; 0.29% of 280,000 active; Potency, µM (doses to about 106 µM), for the others: top-dose fluorescence change, negative = quenching; active = well fitted curve in either direction with a large enough effect; inconclusive = small, poorly fitted or top-dose-only effect
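Flags fluorescent or light-absorbing compounds by total fluorescence, S + 2P, at 555 nm excitation and 632 nm emission. Mixture: 20 nM Texas Red SRC2 peptide, 0.6 uM human TRb LBD, 1 uM T3, 5% DMSO; compound exposure 5 h at ambient temperature.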
* marks the source's active call; other numbers are inactive results; i = inactive; ? = inconclusive; nt = not tested or not shown; & = joins results of further samples; [ ] = another dose, or the depositor's remark. Unless noted, calls follow the shape of the dose curve; as a rule, active = well fitted curve in the direction sought with a large enough effect; inconclusive = small, poorly fitted or top-dose-only effect, or another doubt; inactive = no such curve, though single readings can be large; an effect the other way counts as inactive or inconclusive. Unless noted, % is scaled to controls: 0 for no effect and ±100 for the full control effect; potency is read from the fitted curve at half-maximal effect.

SMILES	Tau ThT inhib	RECQ1 helicase	KDM4E inh	GoLoco inh red	Tau fibril FP	TRb-SRC2 inh	L3MBTL1 block	TR SRC2 fluor cs
COc1ccc(CCN2C(=O)NC(NS(=O)(=O)c3ccc(NC(C)=O)cc3)(C(F)(F)F)C2=O)cc1OC (stereo unspecified)	3%&-3%	15%	-2%	7%	-2%&-1%	8%&-1%	2%	5%&0%
Cc1cc(C)n(-c2nc3c(c(=O)[nH]c(=O)n3C)n2C)n1	-2%	-12%	6%	4%	8%	-7%	2%	-1%
COc1ccccc1-n1cnnc1SCC(=O)Nc1ncc(Cl)cc1Cl	8%	-2%	6%	6%	6%	0%	8%	-1%
Cc1cc(C)c(C)c(S(=O)(=O)Nc2ccccc2C(=O)NCCCN2CCOCC2)c1C	-9%	i	?	1%	?	-9%	nt	-3%
CCOC(=O)C1C(=O)CC(C)(O)C(C(=O)OCC)C1c1cccc(OC)c1 (stereo unspecified)	-2%	-5%	-13%	2%	2%	3%	0%	-6%
CCOc1cc(CNc2ccccc2)cc(Br)c1OCc1ccccc1F	?	-12%	-6%	9%	7%	0%	nt	1%
Cc1ccc(OCCSc2nc(-c3ccccc3C)nc3cc(=O)[nH]n23)cc1Cl	?	nt	nt	nt	-17%	3%	nt	-1%
COC(=O)[C@@]1(C)C[C@@H]1[C@@H](NC(=O)[C@@]1(C)C[C@@H]1[C@@H](NC(=O)[C@@]1(C)C[C@@H]1[C@@H](NC(=O)[C@@]1(C)C[C@@H]1[C@@H](NC(=O)OCc1ccccc1)c1ccccc1)c1ccccc1)c1ccccc1)c1ccccc1	0%	i	6%	-2%	1%	-1%	nt	1%
Cc1c2c(nc3c(C(=O)NC4CCCCC4C)cnn13)CCCC2 (stereo unspecified)	?	i	-3%	nt	5%	-3%	9%	-1%
O=C(c1ccccc1Cl)N1CCCC(c2nc3c(nnn3Cc3ccc(F)cc3F)c(=O)[nH]2)C1 (stereo unspecified)	?	nt	nt	nt	5%	1%	nt	?
CCC1CCCCN1C(=O)CSc1nnc(-c2ccc(Cl)cc2)o1 (stereo unspecified)	-13%	-2%	-10%	-2%	1%	-13%	nt	0%
COc1ccc(NC(=O)Cn2c(=O)nc(-c3ccccc3)c3ccccc32)cc1OC	-1%	nt	nt	nt	3%	-1%	nt	-1%
COc1ccccc1-c1nc(COc2ccc(Cl)cc2Cl)no1	-17%	7%	-13%	1%	-10%	5%	40%[activator]	-1%
CC(OC(=O)c1cc2sccc2n1C)C(=O)NCc1cccs1 (stereo unspecified)	1%	-13%	9%	15%	-4%	-11%	1%	2%
C[C@@H]1OC2C3=C(C(=O)[C@H]4O[C@@H]4[C@H]3O)[C@@H]1[C@H]1[C@H](C)OC=C3[C@H](O)[C@H]4O[C@H]4/C(=N\OCc4ccccc4)[C@@]321	-14%[11.5 µM]	i[11.5 µM]	nt	nt	-14%[11.6 µM]	1%[11.2 µM]	nt	2%[11.2 µM]
O=C(NCC1OCCc2ccccc21)c1cc(COc2c(F)cccc2F)on1 (stereo unspecified)	-3%	-3%	0%	12%	2%	-1%	10%	-5%
CCOC(=O)c1nn(-c2ccc(Cl)cc2)c2nnc(Cc3ccccc3)c(=O)n12	4%	9%	2%	0%	0%	-10%	-8%	-3%
O=C(Cn1cnc2cc([N+](=O)[O-])ccc2c1=O)Nc1ccc(N2CCOCC2)cc1	?	-8%	0%	11%	7%	2%	-8%	0%
Cc1ccc(Cl)cc1N1CCN(C(=O)CN2C(=O)COc3ccc(S(=O)(=O)N4CCCCCC4)cc32)CC1	4%	nt	nt	nt	-1%	-7%	nt	-1%
Cc1cccc(/C=C/C(=O)c2cc(Br)ccc(=O)c2O)c1	14µM*	?	?	21%	?	-19%	nt	-7%
Cc1cc(C(=O)C(C)Cl)c(C)n1Cc1ccco1 (stereo unspecified)	-12%	?	-19%	14%	-10%	2%	-30%	0%
O=C(CCN1CCCCC1)N/N=C/c1ccc(Br)cc1	-3%	-1%	-1%	-2%	4%	-4%	-9%	1%
Cc1ccc(-n2cc(-c3ccccc3)c3c(N4CCOCC4)ncnc32)cc1	-21%	-8%	?	-5%	6%	-8%	nt	-1%
CCCCCCCCCCCCS[C@H]1CS(=O)(=O)C[C@@H]1O	17%	-2%	-2%	15%	-12%	-5%	-5%	-1%
COc1ccc(NC(=O)CN2CCC(C(N)=O)(N3CCCCC3)CC2)c(OC)c1	-2%	i	-3%	8%	2%	5%	4%	-1%

Further structures
SMILES	Tau ThT inhib	RECQ1 helicase	KDM4E inh	GoLoco inh red	Tau fibril FP	TRb-SRC2 inh	L3MBTL1 block	TR SRC2 fluor cs
Cc1cc(O)c(NC(=O)c2cc([N+](=O)[O-])ccc2Cl)cc1C	0%	11%	-23%	8%	-4%	6%	0%	4%
CN1C(=S)SC(/[N+]([O-])=C\c2ccccc2)C1(C)C (stereo unspecified)	-4%	i	0%	-5%	-4%	-15%	4%	6%
COc1cc(OC)c(NC(=O)COc2ccccc2-c2nnc(-c3ccccc3)o2)cc1Cl	3%	nt	nt	nt	-11%	-1%	nt	2%
O=C(Cn1c(=O)c2ccccc2n(CC(=O)N2CCCCC2)c1=O)N1CCCCC1	nt	5%	3%	-13%	-3%	1%	nt	-1%
COc1ccc(N=C2SCC(c3ccc(C)cc3)=NN2CCO)cc1	?	-4%	-16%	16%	13%	4%	-24%	-4%
CS(=O)(=O)N(CCc1ccccc1)CC(=O)N1CCc2ccccc2C1	-5%	-4%	-4%	3%	5%	2%	3%	-3%
O=C(Cn1c(C(F)(F)F)nc2ccccc21)Nc1ccccc1N1CCOCC1	0%	-7%	4%	1%	2%	-13%	nt	0%
O=S(=O)(NCCSc1ccc(Cl)cc1)c1ccc(F)cc1	-2%	-7%	4%	7%	-2%	1%	12%	-8%
Cc1ccc(NC(=O)/C(C#N)=C\c2ccc(Cl)cc2Cl)cc1C	-18%	nt	nt	nt	-6%	5%	nt	-19%
COc1ccc(NS(=O)(=O)c2ccc(NC(=O)c3ccc(CN4CCOCC4)cc3)cc2)cc1	-8%	-9%	?	36%[activator]	5%	-1%	-23%	4%
COc1ccc(N2CCN(C(=O)C3CCN(S(=O)(=O)c4ccc(F)cc4)CC3)CC2)cc1	9%	i	-13%	-8%	9%	-3%	?	4%
CCOCCCNC(=O)c1ccc(-c2nc(CS(=O)(=O)c3ccccc3)c(C)o2)cc1	3%	nt	nt	nt	7%	1%	nt	-2%
CCc1cc(C(=O)NNC(=S)Nc2cc(C)ccc2C)cs1	?	-3%	16%	-2%	9%	-13%	3%	1%
COc1ccc(-n2c(-c3ccc(Br)cc3)nc(=S)c3c2CCCC3)cc1	-10%	0%	6%	-1%	1%	-3%	1%	3%
Cn1cc(CNCCN2CCCCC2=O)c(-c2cccc(Cl)c2)n1	5%	i	4%	14%	-1%	7%	-1%	-2%
CCOc1ccc(Oc2c(/C=N/NC(N)=O)c(C)nn2-c2ccccc2)cc1	-2%	5%	4%	3%	11%	2%	-3%	1%
COC(=O)[C@@H](N)Cc1ccc(O)c(O)c1	?	-10%	13µM*	-11%	-8%	0%	-2%	-2%
Cc1cc(C(F)F)n2ncc(C(=O)N3CCC(C(N)=O)CC3)c2n1	5%	i	-3%	1%	-13%	-18%	nt	3%
O=C(C1CCCCC1)N1CCN=C1SCc1cccnc1	-12%	-2%	1%	2%	-1%	-3%	nt	-4%
O=C(Cc1ccccc1)NCC(=O)OCC(=O)c1cccs1	-3%	-1%	3%	0%	-10%	-11%	11%	-1%
COc1cc(C(=O)OCC(=O)NC(=O)c2cccn2C)ccc1OC(F)F	-4%	1%	-1%	30%[activator]	5%	-1%	-4%	-2%
COc1ccc(N(CN2C(=O)C3C4C=CC(C4)C3C2=O)C(=O)c2ccco2)cc1 (stereo unspecified)	-8%	-15%	-8%	18%	-8%	1%	-4%	-2%
C/C(=N\O)C(=O)NCCN(C)C	-4%	0%	-3%	3%	-3%	7%	-1%	-1%
O=S(=O)(c1ccccc1)c1nc(-c2ccc(F)cc2)oc1N1CCOCC1	2%	nt	nt	nt	-4%	-6%	nt	0%
Nc1cccc(-n2nncc2-c2ccccc2)c1	-2%	-4%	-1%	-2%	7%	-14%	-8%	-3%

Quoted at random: three entries already listed
SMILES	Tau ThT inhib	RECQ1 helicase	KDM4E inh	GoLoco inh red	Tau fibril FP	TRb-SRC2 inh	L3MBTL1 block	TR SRC2 fluor cs
O=C(Cn1cnc2cc([N+](=O)[O-])ccc2c1=O)Nc1ccc(N2CCOCC2)cc1	?	-8%	0%	11%	7%	2%	-8%	0%
O=C(Cn1c(=O)c2ccccc2n(CC(=O)N2CCCCC2)c1=O)N1CCCCC1	nt	5%	3%	-13%	-3%	1%	nt	-1%
COc1cc(OC)c(NC(=O)COc2ccccc2-c2nnc(-c3ccccc3)o2)cc1Cl	3%	nt	nt	nt	-11%	-1%	nt	2%

The list goes on.
SMILES	Tau ThT inhib	RECQ1 helicase	KDM4E inh	GoLoco inh red	Tau fibril FP	TRb-SRC2 inh	L3MBTL1 block	TR SRC2 fluor cs
NC(=O)C1=NOC(CNc2ncc(C(F)(F)F)cc2Cl)C1 (stereo unspecified)	-10%	11%	1%	2%	-6%	-4%	nt	1%
COc1ccc(Cn2nnnc2C(C(C)C)N2CCc3ccccc32)cc1 (stereo unspecified)	-2%	-5%	10%	1%	13%	4%	nt	-1%
CCOc1ccc(NC(=O)Nc2cccc(C)n2)cc1	?	nt	nt	nt	-3%	-4%	nt	-2%
COc1ccccc1S(=O)Cc1ccc(C(=O)O)o1 (stereo unspecified)	-11%	-10%	-16%	5%	-14%	-1%	-3%	-1%
COc1cc(NC(=O)C/C(C)=N/NC(=O)Cc2ccc(Cl)cc2)c(OC)cc1Cl	?	-16%	9%	3%	2%	-4%	-7%	-8%
Cc1cc(C)c(OCC(=O)N(Cc2cccc(F)c2)Cc2ccco2)c(C)c1	?	nt	nt	nt	-1%	-4%	nt	-2%
CC1(C)Cc2ccccc2-c2nnc(-c3cccnc3)n21	-11%	i	2%	2%	4%	-7%	-1%	4%
O=C(c1cccs1)N(C(=O)c1cccs1)c1ccc(Br)cn1	?	-11%	0%	10%	-1%	0%	nt	0%
Cc1cccc(NC(=S)NNC(=O)c2csc(C(C)C)c2)c1	-2%	7%	-15%	-2%	1%	-2%	17%[11.4 µM]	-3%
CCn1c(SCC(=O)NNC(=O)c2ccco2)nnc1-c1ccco1	-8%	8%	9%	3%	1%	-1%	nt	2%

Not all compounds are listed; rates above refer to the full screens.
